# GCN5L2 inh = GCN5L2 (KAT2A) acetyltransferase inhibition | GCN5L2 HAT assay, ThioGlo1 CoA-SH fluorescence | Q92830 | actives 0.21% (n = 390,000) | Potency, µM (doses to about 58.9 µM), without a hit: at the top dose activity change, negative = inhibition, hits mostly inhibitors
# Target sequence (Q92830 whole entry, looked up): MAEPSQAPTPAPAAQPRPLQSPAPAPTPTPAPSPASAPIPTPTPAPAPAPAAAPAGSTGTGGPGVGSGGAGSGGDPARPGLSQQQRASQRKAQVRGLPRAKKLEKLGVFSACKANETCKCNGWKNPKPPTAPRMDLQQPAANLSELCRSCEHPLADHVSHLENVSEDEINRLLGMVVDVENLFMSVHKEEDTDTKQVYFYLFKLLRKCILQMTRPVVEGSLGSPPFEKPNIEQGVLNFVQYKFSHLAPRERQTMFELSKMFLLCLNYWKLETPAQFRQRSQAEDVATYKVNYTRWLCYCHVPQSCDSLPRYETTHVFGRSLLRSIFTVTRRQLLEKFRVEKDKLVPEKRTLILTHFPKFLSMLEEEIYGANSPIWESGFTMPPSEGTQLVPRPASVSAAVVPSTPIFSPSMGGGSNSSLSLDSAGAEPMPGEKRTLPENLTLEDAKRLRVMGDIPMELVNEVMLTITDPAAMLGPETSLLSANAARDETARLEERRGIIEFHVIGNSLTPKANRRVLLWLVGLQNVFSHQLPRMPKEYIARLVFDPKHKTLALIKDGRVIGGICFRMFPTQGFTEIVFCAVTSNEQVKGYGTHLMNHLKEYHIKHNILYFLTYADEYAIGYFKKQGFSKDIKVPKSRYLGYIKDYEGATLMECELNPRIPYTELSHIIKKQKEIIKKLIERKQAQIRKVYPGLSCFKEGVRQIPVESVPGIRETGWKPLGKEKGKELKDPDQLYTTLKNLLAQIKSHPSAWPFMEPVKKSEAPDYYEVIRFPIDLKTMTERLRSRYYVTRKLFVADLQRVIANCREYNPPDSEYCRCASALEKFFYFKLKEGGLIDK
#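 Fluorescence readout, Ex340nm/Em540nm: ThioGlo1 (50uM final) reacts with free CoA thiol released as 20nM GCN5L2 acetylates H3(1-25) peptide (75uM) using acetyl-CoA (70uM). Compound and enzyme sat 15 min beforehand; 20 min room-temperature reaction.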
# FEN1 inhibitor = blocks human flap endonuclease 1; Recombinant FEN1 flap cleavage, fluorescence, 15 min; Potency, µM (doses to about 114 µM), without a hit: at the highest dose activity change, negative = inhibition, hits mostly inhibitors; actives 0.35% (n = 390,000); AID 588795; also: nearly all actives have a fitted effect of over 65% in size
#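 Recombinant FEN1 (10 nM) was preincubated with pin-transferred compounds for 15 min at room temperature, then flap DNA substrate (50 nM final) was added. Plates were read at 0 and 15 min, and normalized concentration–response data were fitted to a four-parameter Hill equation.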
# N370S GC mod = inhibits or activates N370S mutant glucocerebrosidase; P04062; actives 0.092% (n = 330,000); AID 2101; Potency, µM (titrated, usually from 59.4 µM), without a hit: top-dose activity change, negative = inhibition, usual class: inhibitors; N370S GC spleen homogenate, 4MU-glucoside fluorescence;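 also: 0% = full enzyme activity and -100% = no enzyme basal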
# An asterisk follows results filed as active; ? = inconclusive; . = no result given; & = joins results of further samples; [ ] = another dose, or the depositor's remark. Calls follow the shape of the dose curve; as a rule, active = well fitted curve in the direction sought with a large enough effect; inconclusive = small, poorly fitted or top-dose-only effect, or another doubt; inactive = no such curve, though single readings can be large; an effect the other way counts as inactive or inconclusive. Unless noted, % is scaled to controls: 0 for no effect and ±100 for the full control effect; potency is read from the fitted curve at half-maximal effect.
SMILES,GCN5L2 inh,FEN1 inhibitor,N370S GC mod
COc1ccc(NC(=S)N2CCN(c3ccccc3)CC2)c(OC)c1,-3.1%,2.7%,-4.0%
O=C1OC(/C=C/c2ccccc2)=NC/1=C/c1ccco1,2.0%,4.6%,-0.2%
COc1cccc(NC(=O)c2sc3ncn(CC(=O)N4CCN(c5ccccn5)CC4)c(=O)c3c2C)c1,-0.6%,3.8%,-7.5%
COc1cc2cc(CN(Cc3cccnc3)C(=O)NCc3ccccc3)c(=O)[nH]c2cc1OC,-9.4%,-9.9%,-8.8%
COc1ccccc1C(=O)Nc1ccc(C2=NNC(=O)CC2C)cc1 (stereo not given),2.8%,1.9%,-21.7%
CC1=NN(C(=O)c2ccc(Cn3cc([N+](=O)[O-])cn3)cc2)C(O)(C(F)(F)F)C1 (stereo not given),-1.2%,-10.9%,12.7%
Oc1[nH]c2ccccc2c1N=Nc1c(F)c(F)c(Cl)c(F)c1F,-12.8%,8.3%,-7.3%
Cn1c(Cl)cnc1C1CC(=O)c2cc(Cl)ccc2O1 (stereo not given),-1.9%,14.9%,27.2%
COc1ccc(/C=C/C(=O)OCC(=O)NCc2ccco2)cc1OC,-15.0%,-2.0%,-0.6%
Cc1ccc(N(C(=O)c2csnn2)C(C(=O)NC2CCCCC2)c2ccncc2)c(C)c1 (stereo not given),-3.4%,-2.8%,4.1%
CC1CCCCC1NC(=O)COC(=O)COc1ccccc1Cl (stereo not given),-8.7%,-1.9%,-7.7%
CC1Cc2ccccc2N1C(=O)CSc1nnc2c(n1)[nH]c1ccccc12 (stereo not given),-0.9%,6.8%,-5.6%

# 4 entries already listed, sorted by their value in GCN5L2 inh, largest number first:
structure	GCN5L2 inh
CC1=NN(C(=O)c2ccc(Cn3cc([N+](=O)[O-])cn3)cc2)C(O)(C(F)(F)F)C1 (stereo not given)	-1.2%
COc1ccc(NC(=S)N2CCN(c3ccccc3)CC2)c(OC)c1	-3.1%
CC1CCCCC1NC(=O)COC(=O)COc1ccccc1Cl (stereo not given)	-8.7%
COc1cc2cc(CN(Cc3cccnc3)C(=O)NCc3ccccc3)c(=O)[nH]c2cc1OC	-9.4%

# Single values from the list.
# CC1CCCCC1NC(=O)COC(=O)COc1ccccc1Cl (stereo not given) – FEN1 inhibitor: -1.9%
# Oc1[nH]c2ccccc2c1N=Nc1c(F)c(F)c(Cl)c(F)c1F – GCN5L2 inh: -12.8%
# CC1Cc2ccccc2N1C(=O)CSc1nnc2c(n1)[nH]c1ccccc12 (stereo not given) – N370S GC mod: -5.6%
# Cc1ccc(N(C(=O)c2csnn2)C(C(=O)NC2CCCCC2)c2ccncc2)c(C)c1 (stereo not given) – GCN5L2 inh: -3.4%
# COc1ccc(NC(=S)N2CCN(c3ccccc3)CC2)c(OC)c1 – FEN1 inhibitor: 2.7%

# Additional results.
SMILES,GCN5L2 inh,FEN1 inhibitor,N370S GC mod
COc1ccc(C(=O)NC(=S)NNC(=O)[C@H]2C[C@@H]2c2ccccc2)cc1OC,2.3%,-1.5%,-1.6%
Cc1ccc(Nc2c(-c3ccccn3)nc3ccc(Br)cn23)cc1,-1.7%,-3.9%,.
CCN(CCNC(=O)Cn1c(=O)sc2ccccc21)c1ccccc1,-5.5%,-5.4%,0.6%
COc1ccc(-c2oc(=O)n(C)c2-c2ccc(OC)cc2)cc1,-15.0%,-21.5%,-13.8%
Cc1ccccc1C(=O)O/N=C(\c1ccccc1)c1ccccn1,0.6%,0.0%,?
Cc1cccc(CSCCNC(=O)c2ccc(CN3CCOCC3)cc2)c1,-2.8%,3.5%,-26.6%
COc1ccc(NC(=O)c2c(C)oc3c2CCCC3)cc1,0.2%,-3.8%,0.2%
Cc1ccccc1OCCSc1nc2ccc(NC(=O)c3ccccc3)cc2s1,-13.1%,-11.2%,.
Cc1ccc(C(CNS(=O)(=O)c2ccc(Cl)cc2)N2CCN(C)CC2)cc1 (stereo not given),1.8%,-9.1%,-18.0%
O=C(c1ccc(F)cc1)N1CCN(Cc2ccccc2)CC1,-7.5%,-0.8%,-5.6%
CCOc1ccc(N2C(=O)Nc3ccccc3C2(O)C(=O)NCc2ccc(OC)cc2)cc1 (stereo not given),-7.9%,-0.4%,1.3%
COc1ccc(CNC(=O)CN(c2cc(C)cc(C)c2)S(=O)(=O)c2c(C)[nH]c(=O)[nH]c2=O)cc1,2.1%&-2.1%,14.8%&-6.6%,?
CCN(CC(=O)Nc1ccc(OC)cc1)CC(=O)Nc1ccc(Cl)cc1F,-2.4%,2.7%,15.9%
COc1ccccc1NS(=O)(=O)c1cc(N/C(=N\S(=O)(=O)c2ccccc2)c2ccc(F)cc2)ccc1Cl,-7.1%,-11.2%,5.1%
CCOc1ccc(Oc2ccc(NS(=O)(=O)c3cc(C(=O)O)ccc3Cl)cc2)cc1,-3.5%,-6.1%,.
O=C(O)CN1C(=O)/C(=C\c2cc([N+](=O)[O-])ccc2OCc2ccccc2Cl)SC1=S,?,-16.3%,-8.9%
Cc1nn(CCC(=O)N2CCN(S(=O)(=O)c3ccccc3)CC2)c(C)c1C,-4.1%,2.8%,0.0%
CC(=O)c1ccc(N2CCN(CC(=O)Nc3ccccc3N3CCOCC3)CC2)cc1,-4.1%,-1.0%,2.7%
Cc1cc2ccccc2n1CCNC(=O)c1cc(C(F)(F)F)cc(C(F)(F)F)c1,27.2%,20.9%,.
COc1ccc2cc(CNc3ccccc3)c(=O)n(CC(=O)Nc3ccc(C)cc3C)c2c1,-8.9%,-1.3%,.
Cc1c(/C=C2\SC(=Nc3cccc(C(=O)O)c3)NC2=O)c2ccccc2n1C,-0.2%,?,2.4%
COCCCNc1nc(N)c([N+](=O)[O-])c(NCc2ccccc2)n1,7.6%,-18.6%,-3.2%
CCO[C@H]1OC(C(=O)N2CCN(Cc3ccc4c(c3)OCO4)CC2)=C[C@@H](c2ccc3c(c2)OCO3)[C@@H]1CCCO,3.8%,-3.8%,-3.0%
Nc1ncnc2c1nc(Br)n2C1CC(O)C(CO)O1 (stereo not given),7.1%,-2.4%,0.9%

# Some of the entries so far, bar-delimited:
Compound | GCN5L2 inh | FEN1 inhibitor | N370S GC mod
Nc1ncnc2c1nc(Br)n2C1CC(O)C(CO)O1 (stereo not given) | 7.1% | -2.4% | 0.9%
O=C(O)CN1C(=O)/C(=C\c2cc([N+](=O)[O-])ccc2OCc2ccccc2Cl)SC1=S | ? | -16.3% | -8.9%
CCO[C@H]1OC(C(=O)N2CCN(Cc3ccc4c(c3)OCO4)CC2)=C[C@@H](c2ccc3c(c2)OCO3)[C@@H]1CCCO | 3.8% | -3.8% | -3.0%

# (list continues)
SMILES,GCN5L2 inh,FEN1 inhibitor,N370S GC mod
O=C(COC(=O)CSc1cccc2cccc(Cl)c12)Nc1ncc(C(F)(F)F)cc1Cl,20.7%,-18.6%,9.0%
CC(=O)c1ccc(S(=O)(=O)N(C)CC(=O)Nc2cc(C)on2)cc1,-4.2%,0.3%,-12.0%
CCN(CC)c1cc(C)c2ccccc2n1,0.8%,-2.6%,3.3%
Cn1ncc(Br)c1C(=O)Nc1cccc(C(F)(F)F)c1,2.6%,-6.2%,4.6%
CCCc1nnc(NC(=O)c2oc3ccccc3c2COCC)s1,-1.6%,-0.1%,-11.5%
CCc1nc(CN(C)C(=O)C2CCC(=O)N(Cc3cccc(F)c3)C2)no1 (stereo not given),0.4%,-19.0%,1.6%
NS(=O)(=O)c1ccc(NC(=O)COc2ccc(Cl)cc2)cc1,1.2%,-5.2%,-10.3%
Brc1cc(Br)c2ncnc(N3CCCCC3)c2c1,-5.5%,-16.6%,6.1%
Cc1cc(OCc2nnc(SCC(=O)OC3CCCCC3)o2)ccc1Cl,3.5%,-13.4%,7.3%
O=C(NC1CCN(C(=S)NCCc2ccccc2)CC1)C1CCCCC1,-3.5%,-1.5%,6.2%
COC(=O)[C@@]1(Cc2ccccc2)[C@H]2C(=O)N(Cc3ccccc3)C(=O)[C@H]2[C@H]2CN=C(SCC(=O)c3ccccc3)N21,-9.1%,3.8%,.
O=C(NC1C2CC3CC(C2)CC1C3)C1CC1 (stereo not given),0.9%,-8.0%,1.7%

# 3 structures already listed, ordered by length of the SMILES, lowest first:
SMILES,GCN5L2 inh,FEN1 inhibitor,N370S GC mod
Brc1cc(Br)c2ncnc(N3CCCCC3)c2c1,-5.5%,-16.6%,6.1%
Cn1c(Cl)cnc1C1CC(=O)c2cc(Cl)ccc2O1 (stereo not given),-1.9%,14.9%,27.2%
COCCCNc1nc(N)c([N+](=O)[O-])c(NCc2ccccc2)n1,7.6%,-18.6%,-3.2%

# (continued)
SMILES,GCN5L2 inh,FEN1 inhibitor,N370S GC mod
Cc1ccc(Oc2nc3c(c(=O)n(C)c(=O)n3C)n2C)cc1C,3.0%,-2.5%,-17.5%
COc1ccc(CCNC(=O)C(=O)NCC2CCCO2)cc1OC (stereo not given),-1.8%,2.8%,12.6%
COc1cccc(CN(C)C(=O)c2cccc(NC(=O)CC3SC(N4CCCCC4)=NC3=O)c2)c1OC (stereo not given),-1.0%,19.4%,.
COc1ccccc1NC(=O)C1=C(C)NC(=O)NC1c1cc(C)cs1 (stereo not given),1.4%,2.5%,3.8%
O=C(CCN1CCCCC1=O)NC1CCCN(Cc2ccc(Cl)cc2)C1 (stereo not given),-19.7%,8.7%,-11.7%
CCn1c(=O)oc2cc(NC(=O)CCl)ccc21,2.3%,-1.1%,-22.6%
Cc1ccc(C)c(NC(=O)CSc2nc(N)c(NC(=O)c3cccs3)c(=O)[nH]2)c1,1.5%,-12.2%,7.7%
CCOc1ccc(NC(=O)C(C)O)c(NS(=O)(=O)c2ccc(CCNC(C)=O)cc2)c1 (stereo not given),0.5%,16.5%,8.3%
COc1ccc(Cc2nnc(NC(=O)c3cccc([N+](=O)[O-])c3C)s2)cc1,-13.4%,-13.0%,-9.5%
Cc1ccc(Oc2nnc(-c3cccs3)c3ccccc23)cc1,0.4%,9.6%,5.9%
Brc1ccc([C@H]2CN3CCSC3=N2)cc1,-1.1%,14.6%,-1.2%
O=c1cc(CN2CCN(c3ccccc3)CC2)c2c(ccc3ccccc32)o1,-3.3%,-15.6%,7.0%[2.35 µM]
Cc1ccc(N2C(=O)C(Cl)=C(Nc3c(C)n(C)n(-c4ccccc4)c3=O)C2=O)cc1,-4.5%,-15.9%,-19.6%
COc1ccc(NS(=O)(=O)c2cccc(C(=O)NNC(=O)c3cccn3C)c2)cc1,-14.3%,-4.0%,-1.5%
COc1cccc(CNC(=O)CCc2c(C)nn(-c3ccc(N4CCCC4)nn3)c2C)c1,-4.1%,0.0%,.
O=C(COC(=O)CC1CC2CCC1C2)NC(=O)NCc1ccco1 (stereo not given),-6.7%,-14.7%,9.6%
COc1ccccc1/C=C/C(=O)OCC(=O)N1CCCCC1,-5.2%,2.6%,.
CCCn1c(-c2ccncc2)n[nH]c1=S,0.4%,-1.3%,-5.6%
O=C(O)c1ccccc1C(=O)c1ccc2c(c1)N(Cc1cccc(F)c1)C(=O)CO2,-13.9%,1.5%,13.7%
O=c1cc(O)c2ccccc2n1Cc1ccccc1F,-10.2%,-8.1%,6.1%
Cc1ccc(C(=O)NC2(C(F)(F)F)N=C3SCCN3C2=O)cc1 (stereo not given),-4.7%,-8.2%,.
CCC1CSC(=Nc2ccc(C)cc2)N1C(=O)CN1C(=O)NC2(CCCC2)C1=O (stereo not given),?,-9.8%,-8.5%
CCn1cc(C(=O)Nc2ccc(C(=O)N3CCCC3)cc2)c(=O)c2ccc(C)nc21,1.4%,.,8.7%
Cc1cccc(NC(=O)c2ccc(F)c(S(=O)(=O)NCc3ccco3)c2)c1,-24.8%,0.4%,2.9%
CC(=O)NC1C(=O)N=C(SCc2ccccc2)NC1=O (stereo not given),0.5%,0.4%,5.4%
COc1ccccc1-c1nc(C(F)(F)F)c(OC)o1,-6.3%,-13.1%,-1.8%
O=C(Nc1nccs1)c1ccc(NC(=O)c2ccco2)cc1,-0.5%,1.0%,3.0%
C=CCOc1ccc2c(OC)c3ccoc3nc2c1OC,-9.1%,-8.2%,0.7%
CC(=O)c1cccc(NC(=O)c2ccc(N(C)S(=O)(=O)c3ccc(C)cc3)cc2)c1,-15.4%,1.2%,1.0%
CC(C)(C)c1ccc(Cn2nc(CC(=O)O)c3ccccc3c2=O)cc1,8.9%,-1.4%,17.0%

# High-throughput results from PubChem BioAssay.

# This is a subset; count on the stated rates, not on these rows.
